# sPLA2-III inh: Inhibits HGIII-sPLA2 liposome hydrolysis, primary screen. inhibition, % at 12.2 µM. AID 743126. Q9NZ20. QFRET BODIPY PC-A2 liposome hydrolysis, fluorescence. 370,000 compounds, 0.56% hits;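 active = inhibition above mean plus 3 SD of compounds lying within the high and low control bounds, cut at about 19% in these data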;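 also: 0% = median of test compound wells and 100% = no enzyme DMSO wells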
# hcDAF-12 act: H. contortus DAF-12 activation, primary screen | HEK293 hcDAF-12 lit1-tk-luc reporter, luminescence; 0% DMSO, 100% Δ7-dafachronic acid | activation, % at 6.8 µM | 370,000 compounds, 1.4% hits | AID 652067;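 active = activation above the mean of all tested compounds plus 3 SD, cut at about 5.5% in these data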;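 also: 100% = response to 3 µM Δ7-dafachronic acid high control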
# GC-A act: GC-A (human) enzyme activation | HEK293 GC-A cells, cGMP TR-FRET, EC30 ANP; 0% at EC30 ANP, 100% saturating ANP | P16066 | 370,000 compounds, 0.14% hits | AID 1671463 | activation, % at 10 µM; in the data active = activation above about 40%
# DAX1 inh-1: DAX1 (NR0B1) inhibition, primary screen; HEK293T StAR-luciferase reporter, SF-1/DAX-1 repression relief; inhibition, % at 6.8 µM; 370,000 compounds, 1.1% hits; AID 652010;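 active = inhibition above the mean over all tested compounds plus 3 SD, cut at about 3.6% in these data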;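 also: 0% = DAX-1 cells with DMSO and 100% = cells lacking DAX-1 with DMSO; higher inhibition means more luminescence from relief of DAX-1 repression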
# hgDAF-12 ag: activates the H. glycines DAF-12 receptor ligand-binding domain; activation, % at 6.8 µM; 370,000 compounds, 1.8% hits; AID 687014; HEK293 GAL4-hgDAF12 UAS-luciferase reporter, agonist luminescence; normalized to butyrate control;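 active = activation above a cutoff set at the mean of all screened compounds plus 3 SD, cut at about 10% in these data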;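 also: 0% = DMSO wells and 100% = sodium butyrate wells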
# SMARCA2 act: increases SMARCA2 function in MMTV reporter cells; MG213 cells, MMTV-luciferase reporter, dexamethasone, overnight; activation, % at 9.1 µM; 370,000 compounds, 1% hits; AID 652017; in the data active = activation above about 7.8%;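 also: 0% = vehicle wells and 100% = reference activator wells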
# ADAM10 inh: inhibits human ADAM10; recombinant ADAM10, EDANS/DABCYL FRET peptide cleavage, 3 h; O14672; inhibition, % at 7 µM; 370,000 compounds, 0.62% hits;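 active = inhibition above a per-campaign cutoff equal to the mean of compounds falling between control-based bounds plus 3 SD, cut at about 20% in these data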;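 also: 0% = DMSO wells while the 100% control is not disclosed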
# ssDAF-12 act: S. stercoralis DAF-12 activation, primary screen. 370,000 compounds, 1% hits. activation, % at 6.8 µM. HEK293 ssDAF-12/GRIP1 lit1-tk-luc reporter, luminescence; % of 3 µM dafachronic acid response;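 active = activation above the mean over all tested compounds plus 3 SD, cut at about 0.9% in these data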;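 also: 0% = DMSO-only wells and 100% = 3 µM delta7-dafachronic acid wells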
# DAX1 inh-2: inhibits human nuclear receptor DAX1; HEK293 Gal4-DAX1 luciferase reporter, luminescence; inhibition, % at 6.75 µM; 340,000 compounds, 0.99% hits; AID 504766;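 active = inhibition above the mean over all tested compounds plus 3 SD, cut at about 4.2% in these data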;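 also: 0% = DAX1-transfected cells with DMSO and 100% = empty-vector control cells with DMSO; inhibition shows as a rise in luminescence from relieved DAX1 repression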
# FXN GAA850 act: increases GAA850 frataxin promoter reporter activity; activation, % at 6 µM; AID 540364; 360,000 compounds, 0.56% hits; HEK293 lucGAA850 FXN promoter luciferase reporter, 24 h; percent of 10 µM SAHA response;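 active = activation above the average of all compounds screened plus 3 SD, cutoff fixed separately per campaign, cut at about 7.5% in these data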;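 also: 0% = DMSO wells and 100% = 10 µM SAHA wells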
# GC-B act: GC-B (human) receptor activation; HEK293-GC-B cells, CNP EC30, cGMP TR-FRET; 0% at EC30 CNP, 100% saturating CNP; 370,000 compounds, 0.11% hits; activation, % at 10 µM; P20594;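 active = activation at 10 µM reaching about 35% in either raw or pattern-adjusted values, limit read from the data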
# Target sequence (P20594 whole entry, looked up): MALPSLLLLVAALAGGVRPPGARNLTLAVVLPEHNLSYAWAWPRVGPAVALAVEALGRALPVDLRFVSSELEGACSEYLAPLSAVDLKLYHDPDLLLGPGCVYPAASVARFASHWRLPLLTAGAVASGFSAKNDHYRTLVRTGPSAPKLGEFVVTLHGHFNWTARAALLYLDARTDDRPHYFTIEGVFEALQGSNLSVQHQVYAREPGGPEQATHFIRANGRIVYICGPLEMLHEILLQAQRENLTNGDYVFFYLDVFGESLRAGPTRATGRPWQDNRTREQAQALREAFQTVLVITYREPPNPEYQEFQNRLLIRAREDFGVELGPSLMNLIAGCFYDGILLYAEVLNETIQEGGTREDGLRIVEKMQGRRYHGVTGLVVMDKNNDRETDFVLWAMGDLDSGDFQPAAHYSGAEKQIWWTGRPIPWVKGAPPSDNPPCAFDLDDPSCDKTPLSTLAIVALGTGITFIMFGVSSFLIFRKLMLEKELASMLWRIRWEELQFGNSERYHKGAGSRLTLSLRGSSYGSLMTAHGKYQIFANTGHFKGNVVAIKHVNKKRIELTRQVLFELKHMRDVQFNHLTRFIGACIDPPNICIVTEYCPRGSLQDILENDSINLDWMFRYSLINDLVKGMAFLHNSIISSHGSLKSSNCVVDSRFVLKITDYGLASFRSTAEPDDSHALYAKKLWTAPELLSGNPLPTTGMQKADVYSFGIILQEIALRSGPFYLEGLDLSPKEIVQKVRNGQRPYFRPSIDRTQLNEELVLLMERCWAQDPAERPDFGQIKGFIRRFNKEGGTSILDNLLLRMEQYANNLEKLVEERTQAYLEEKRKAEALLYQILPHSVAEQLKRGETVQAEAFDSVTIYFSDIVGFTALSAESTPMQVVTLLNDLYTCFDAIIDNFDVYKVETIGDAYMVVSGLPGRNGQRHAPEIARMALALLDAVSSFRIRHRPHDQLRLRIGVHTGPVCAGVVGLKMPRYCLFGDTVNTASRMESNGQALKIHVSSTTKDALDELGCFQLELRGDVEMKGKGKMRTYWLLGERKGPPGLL
# Numbers without * were called inactive; / = not tested or not shown.
SMILES,sPLA2-III inh,hcDAF-12 act,GC-A act,DAX1 inh-1,hgDAF-12 ag,SMARCA2 act,ADAM10 inh,ssDAF-12 act,DAX1 inh-2,FXN GAA850 act,GC-B act
O=C(CSc1nnc(-c2cccs2)n1Cc1ccco1)Nc1ccc(OCc2ccccc2)cc1,-15,-0.5,0,-1.1,2.3,-2,17,-0.6,/,/,7
CCC(C)NC(=O)/C(=C/c1ccco1)c1ccccc1 (centres undefined),-1,-1.8,6,-0.6,-2.0,0,-17,-0.7,-0.7,-1.4,-1
CN1CCN(NC(=O)C2CC2)CC1,-10,-0.5,0,0.3,-2.4,-3,-3,-1.2,3.5,1.4,1
O=C1CCCN1CCC1CCN(C2CC(=O)N(c3ccc(Cl)cc3)C2=O)CC1 (centres undefined),-4,0.5,3,-0.5,1.4,-1,-5,-1.5,0.2,-1.0,1
CC(C)(C)C(=O)N1CCC(O)(CS(=O)(=O)Cc2ccccc2Cl)CC1,4,-2.3,2,-0.2,-1.5,-3,-8,-1.2,0.6,-0.8,2
COc1ccc(-n2nc3c(c2NC(=O)C(C)C)CSC3)cc1,8,-0.2,-1,0.7,-0.7,-3,5,-0.7,-0.3,-1.1,1
O=C(Nc1cccc(N2C(=O)C3CCCCC3C2=O)c1)c1ccccc1 (centres undefined),2,0.6,-1,-0.4,0.1,0,-10,-0.9,-0.1,1.8,0
Cc1c(C=O)c(Cl)n(C)c(=O)c1C#N,-3,2.0,1,1.3,0.9,-2,-19,-0.9,0.7,1.2,8
O=C(NCc1ccncc1)c1cc(F)c(F)cc1Cl,3,1.3,5,-0.5,0.7,-3,-4,-1.8,-0.1,-1.3,1
O=C(c1ccc(Cl)c(S(=O)(=O)N2CCCC2)c1)N1CCCC(C(F)(F)F)C1 (centres undefined),4,0.5,1,0.1,0.8,0,-1,-1.5,-0.3,1.9,1
O=c1oc2ccccc2n1Cc1cccc(Cl)c1,15,-3.3,-3,0.2,1.8,-6,-6,-1.6,6.4*,2.3,-8
CCOc1ccc(CN2CCN(CC3CC3)CC2CCO)cc1 (centres undefined),16,-1.2,0,0.0,-0.7,-2,-5,-1.2,2.1,0.1,4
CC(C)OC(=O)N(C)C[C@H]1OCc2cn(nn2)CCCC(=O)N([C@@H](C)CO)C[C@@H]1C,7,0.2,3,0.1,-1.4,-3,-10,-0.6,/,/,-6
CCN(CC)c1ccc(N2C(=O)CSC2=S)cc1,-3,0.4,-1,0.3,-1.3,0,-7,-1.2,-1.3,-1.3,3
CCOC(=O)c1c(C)[nH]c(C)c1C(=O)CSc1nnc(-c2cc(OC)c(OC)c(OC)c2)o1,2,0.4,3,0.0,1.9,-2,5,-1.6,-0.2,0.2,2
CN(c1ccccc1)c1nc(N)c([N+](=O)[O-])c(N2CCCC2)n1,3,0.0,1,0.0,3.6,1,3,-1.0,3.0,4.8,-2
C[C@@H]1CN([C@H](C)CO)S(=O)(=O)c2ccc(C3=CCCCC3)cc2O[C@H]1CN(C)C(=O)Cc1cccnc1,-17,-2.8,-1,0.8,-2.0,-5,2,-1.2,0.3,-3.2,3
Cc1cc(S(=O)(=O)Nc2ccc(C(=O)N3CCN(c4ccccc4O)CC3)cc2)ccc1F,-40,3.1,-4,-1.0,-0.6,-2,17,-0.8,0.0,-0.4,-7
COc1ccc(Nc2ncnc3sc(-c4ccccc4)cc23)cc1,0,4.2,2,-0.5,-3.0,-5,-181,0.0,-0.9,0.5,8
CC(=O)c1cccc(NC(=O)CCNC(=O)c2cccc(C)c2)c1,0,-2.3,-5,-0.3,-0.7,2,6,-1.7,-1.6,0.1,-2
Cc1cc(C)n(C(=O)Cn2nc([N+](=O)[O-])c(Br)c2C)n1,-4,-0.2,-3,-0.4,-1.4,-2,-4,-2.1,1.0,0.3,2
Cn1c(CNC(=O)CNC(=O)c2ccc(F)cc2)cc(=O)n(C)c1=O,6,-0.6,1,2.5,0.9,-1,-6,-1.2,0.0,2.9,8
O=C(CN1CCCc2ccccc21)Nc1cccc(S(=O)(=O)N2CCCC2)c1,-3,4.3,0,-0.7,0.5,-4,-17,0.0,-0.1,-1.7,2
O=C(CN1C(=O)/C(=C/c2ccccc2)SC1=S)NNC(=O)c1ccccc1O,20*,-1.1,-1,-0.4,0.3,-4,-8,-0.5,1.2,-1.1,4
O=C(Nc1cccc(NC(=O)c2cccs2)c1)c1ccc(Br)o1,1,0.0,-1,-0.5,-1.5,0,11,-1.1,-0.1,0.2,-2
COc1ccc(/C=C/C(=O)c2ccc(NS(=O)(=O)c3ccc(C)cc3)cc2)cc1O,-57,-3.2,-5,-0.9,-3.2,-7,5,-1.4,-1.4,-2.3,-11
CN(C)/C=N/c1sc2c(c1C#N)CC(C)(C)NC2(C)C,6,1.1,-2,0.1,-0.6,-1,4,-1.3,-1.5,0.2,3
O=C(COC(=O)C1CCCC1)Nc1ncc(Cl)cc1Cl,3,0.4,2,2.3,-0.7,1,-15,-0.8,-1.1,-0.3,4
O=S(=O)(c1ccc(OCc2ccc(Br)cc2)cc1)N1CCOCC1,3,-0.7,-2,-0.1,1.2,1,-4,-1.2,0.9,0.7,-1
Cc1cc(C)nc(SCc2cc(=O)c(OC(=O)c3cc([N+](=O)[O-])ccc3Cl)co2)n1,2,-1.0,1,0.2,-1.0,2,-3,-1.2,-0.5,3.1,-10

# Given with each value named: 2 of the compounds above
O=C(CN1CCCc2ccccc21)Nc1cccc(S(=O)(=O)N2CCCC2)c1
  sPLA2-III inh: -3
  hcDAF-12 act: 4.3
  GC-A act: 0
  DAX1 inh-1: -0.7
  hgDAF-12 ag: 0.5
  SMARCA2 act: -4
  ADAM10 inh: -17
  ssDAF-12 act: 0.0
  DAX1 inh-2: -0.1
  FXN GAA850 act: -1.7
  GC-B act: 2

Cn1c(CNC(=O)CNC(=O)c2ccc(F)cc2)cc(=O)n(C)c1=O
  sPLA2-III inh: 6
  hcDAF-12 act: -0.6
  GC-A act: 1
  DAX1 inh-1: 2.5
  hgDAF-12 ag: 0.9
  SMARCA2 act: -1
  ADAM10 inh: -6
  ssDAF-12 act: -1.2
  DAX1 inh-2: 0.0
  FXN GAA850 act: 2.9
  GC-B act: 8

# (continued)
SMILES,sPLA2-III inh,hcDAF-12 act,GC-A act,DAX1 inh-1,hgDAF-12 ag,SMARCA2 act,ADAM10 inh,ssDAF-12 act,DAX1 inh-2,FXN GAA850 act,GC-B act
CCCC12CN(C(=O)c3ccc([N+](=O)[O-])cc3)CC(C)(CN(C(=O)c3ccc([N+](=O)[O-])cc3)C1)C2=O,-3,-0.4,4,0.1,1.1,-1,-5,-2.5,/,-1.1,2
O=C(O)c1ccc(CN2C[C@@H](CO)O[C@@H](n3cnc4c(NCc5ccco5)ncnc43)C2)cc1,0,-0.3,-3,0.3,0.4,-2,8,-0.9,/,-0.5,4
CC1CC(C)CN(C(=O)CCNC(=O)Cn2ccc3ccccc3c2=O)C1 (centres undefined),-6,0.6,4,-0.1,-0.7,1,-6,-1.2,1.9,1.2,0
Cc1ccccc1OCC(=O)N/N=C/C=C/c1ccccc1,-1,-0.1,-3,0.7,1.4,-1,7,-1.2,0.1,-0.1,2
COc1cc(OC)cc(C(=O)NCC(=O)OCC(=O)Nc2cc(S(C)(=O)=O)ccc2Cl)c1,-2,0.3,-1,0.3,-0.9,-2,-4,-0.9,-0.4,0.0,-3
COc1ccc(N2CCN(c3cc(C(=O)NC4CCCCC4)ncn3)CC2)cc1OC,6,-0.6,1,-1.7,-3.5,-1,-8,-1.7,/,0.0,-6
CC(C)(C)OC(=O)C[C@@H]1C/C=C\C[C@@H](CC(=O)N[C@H](CO)Cc2ccccc2)C(=O)NC[C@H](c2ccccc2)OC1=O,-6,-1.1,2,-0.1,0.4,0,-2,-1.2,0.0,0.0,2
CCCCCCCCCC(=O)N1CCN(c2cc3c(cc2F)c(=O)c(C(=O)O)cn3CC)CC1,4,-1.3,5,0.1,1.4,-1,-5,-0.6,-0.1,0.7,2
COc1cccc(NC(=O)c2ccc(C(=O)c3ccccc3)o2)c1,-6,0.5,-5,0.9,10,4,2,-1.7,0.1,1.3,-3
Cc1ccccc1CC(=O)Nc1ccc(S(=O)(=O)N2CCOCC2)cc1,-9,-0.1,1,-0.2,-0.8,1,0,-0.9,0.0,0.4,1

# A different layout for four compounds above.
> COc1ccc(/C=C/C(=O)c2ccc(NS(=O)(=O)c3ccc(C)cc3)cc2)cc1O
- sPLA2-III inh: -57
- hcDAF-12 act: -3.2
- GC-A act: -5
- DAX1 inh-1: -0.9
- hgDAF-12 ag: -3.2
- SMARCA2 act: -7
- ADAM10 inh: 5
- ssDAF-12 act: -1.4
- DAX1 inh-2: -1.4
- FXN GAA850 act: -2.3
- GC-B act: -11

> CN(C)/C=N/c1sc2c(c1C#N)CC(C)(C)NC2(C)C
- sPLA2-III inh: 6
- hcDAF-12 act: 1.1
- GC-A act: -2
- DAX1 inh-1: 0.1
- hgDAF-12 ag: -0.6
- SMARCA2 act: -1
- ADAM10 inh: 4
- ssDAF-12 act: -1.3
- DAX1 inh-2: -1.5
- FXN GAA850 act: 0.2
- GC-B act: 3

> O=C(COC(=O)C1CCCC1)Nc1ncc(Cl)cc1Cl
- sPLA2-III inh: 3
- hcDAF-12 act: 0.4
- GC-A act: 2
- DAX1 inh-1: 2.3
- hgDAF-12 ag: -0.7
- SMARCA2 act: 1
- ADAM10 inh: -15
- ssDAF-12 act: -0.8
- DAX1 inh-2: -1.1
- FXN GAA850 act: -0.3
- GC-B act: 4

> O=S(=O)(c1ccc(OCc2ccc(Br)cc2)cc1)N1CCOCC1
- sPLA2-III inh: 3
- hcDAF-12 act: -0.7
- GC-A act: -2
- DAX1 inh-1: -0.1
- hgDAF-12 ag: 1.2
- SMARCA2 act: 1
- ADAM10 inh: -4
- ssDAF-12 act: -1.2
- DAX1 inh-2: 0.9
- FXN GAA850 act: 0.7
- GC-B act: -1

# Additional results
SMILES,sPLA2-III inh,hcDAF-12 act,GC-A act,DAX1 inh-1,hgDAF-12 ag,SMARCA2 act,ADAM10 inh,ssDAF-12 act,DAX1 inh-2,FXN GAA850 act,GC-B act
CC(CNC(=O)CN1C(=O)C(=O)N(C2CCCC2)C1=O)c1ccccc1 (centres undefined),9,-1.8,0,3.1,1.2,-2,-13,-1.7,0.2,0.7,3
COc1cc2c(cc1OC)CN(C(=O)CN1C(=O)NC3(CCC(C)CC3)C1=O)CC2 (centres undefined),13,3.1,-3,-1.8,4.8,-5,-4,0.0,1.0,0.9,-1
COc1ccc(OC)c(NC(=O)CSc2nnnn2-c2ccc3c(c2)OCO3)c1,-4,2.9,-3,-0.7,2.2,0,4,-0.2,-1.7,-0.8,-4
C/C(CC(=O)Nc1ccc(Cl)c(C(F)(F)F)c1)=N\NC(=O)c1cnccn1,-14,-0.4,-3,-0.1,4.3,2,15,-0.8,0.0,3.0,0
CN(CCC1CCOCC1)Cc1nc(Cc2ccccc2F)no1,-3,-0.8,-1,0.3,-0.4,0,-5,-1.4,1.8,2.1,0

# Bioassay records (PubChem BioAssay)
